FXIa single inh = inhibitors of human coagulation factor XIa | inhibition, % at 10 µM | P03951 | 0.3% of 33,000 active | purified human FXIa, fluorogenic AMC substrate cleavage;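 active = inhibition above 40% in the primary screen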;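 also: 0% = enzyme without compound and 100% = blank wells lacking enzyme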
FXIIa single = inhibitors of human coagulation factor XIIa; P00748; inhibition, % at 10 µM; purified human FXIIa, AMC substrate fluorescence, 2 h; 0.2% of 33,000 active; in the data active = inhibition above about 30%;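 also: 0% = enzyme with vehicle only and 100% = no enzyme blank; many of its hits are not listed in these tables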
Target sequence (P00748 20-372 limits assumed): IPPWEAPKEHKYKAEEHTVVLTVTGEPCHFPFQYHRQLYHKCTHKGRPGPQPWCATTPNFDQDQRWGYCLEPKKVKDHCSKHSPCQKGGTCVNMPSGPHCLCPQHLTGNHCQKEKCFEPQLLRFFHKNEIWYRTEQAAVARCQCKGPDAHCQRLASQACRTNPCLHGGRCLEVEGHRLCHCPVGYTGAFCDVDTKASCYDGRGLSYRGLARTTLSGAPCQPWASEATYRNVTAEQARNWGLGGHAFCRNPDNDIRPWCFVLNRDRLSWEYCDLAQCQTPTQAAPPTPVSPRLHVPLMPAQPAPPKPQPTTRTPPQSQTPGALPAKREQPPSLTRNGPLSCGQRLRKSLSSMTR
Target sequence (P00748 373-615 limits assumed): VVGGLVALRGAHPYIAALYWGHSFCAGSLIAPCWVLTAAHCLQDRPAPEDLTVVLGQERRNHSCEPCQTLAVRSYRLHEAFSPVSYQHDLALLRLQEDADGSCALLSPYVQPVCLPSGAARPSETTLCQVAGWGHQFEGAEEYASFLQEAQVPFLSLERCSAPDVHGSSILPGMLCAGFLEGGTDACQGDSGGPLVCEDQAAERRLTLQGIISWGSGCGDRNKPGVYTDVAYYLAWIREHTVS
* hit, by the source's call.

SMILES,FXIa single inh,FXIIa single
c1cc2c3c(cccc3c1)C(N1CCCCCC1)=N2,-10,7
CC1(C(=O)O)CCC(C(=O)Nc2ccc3ccccc3c2)C1(C)C (stereo unspecified),17,-19
CSCC[C@H](Nc1ncnc2sc(C)c(C)c12)C(=O)O,-7,1
CC(=O)/C(=C/N(C)C)Sc1ccc(C)cc1,12,6
CC(=O)Nc1ccc(S(=O)(=O)Nc2nc3ccccc3nc2N2CCCCCC2)cc1,-10,5
CC(=O)Nc1ccc(N2C(=O)CC(N3CCN(Cc4ccc5c(c4)OCO5)CC3)C2=O)cc1 (stereo unspecified),3,4
CCOc1ccc(C2OC34CCCCC3C(C#N)(C#N)C2(C#N)C(=N)O4)cc1OC (stereo unspecified),0,-1
COc1cccc(NC(=O)c2ccn(C)n2)c1,5,4
COC(=O)CSc1nnc(-c2ccc3c(c2)OCO3)n1C,6,5
COc1ccc(C(=O)n2nc(-c3ccccc3)nc2N)cc1OC,1,62*
CC(=O)N1N=C(c2ccncc2)OC12CCCC2,1,-3
COCCCNC(=O)CNC(=S)N(Cc1ccc(F)cc1)C1CCCCC1,7,7
Nc1ccc(Nc2ccccc2)cc1,8,5
COCCn1c(SCC(=O)Nc2ccc(S(=O)(=O)N(C)C)cc2)nc2ccccc21,-14,5
CC1CCCCN1C(=O)c1cnn2c(C(F)(F)F)cc(-c3ccco3)nc12 (stereo unspecified),0,-2

Copied from the list:
`CSCC[C@H](Nc1ncnc2sc(C)c(C)c12)C(=O)O` in FXIa single inh reads -7
`CC(=O)N1N=C(c2ccncc2)OC12CCCC2` in FXIIa single reads -3
`COc1cccc(NC(=O)c2ccn(C)n2)c1` in FXIIa single reads 4
`COCCCNC(=O)CNC(=S)N(Cc1ccc(F)cc1)C1CCCCC1` in FXIIa single reads 7
`CCOc1ccc(C2OC34CCCCC3C(C#N)(C#N)C2(C#N)C(=N)O4)cc1OC` (stereo unspecified) in FXIa single inh reads 0

Next results:
SMILES,FXIa single inh,FXIIa single
COc1cccc(NC(=O)N2CCCC2C(=O)NCC(C)C)c1 (stereo unspecified),4,5
Cc1cc(N2CCN(c3ccccc3)CC2)nc(-c2ccccc2)n1,-7,4
Cc1ccc(S(=O)(=O)N(C)CC(=O)Nc2ccccc2)cc1,16,-6
Cc1nnc(C)n1/N=C/c1ccccc1,-3,1
COc1ccc(OC)c(NC(=O)CSc2nnc(C3CCCCC3)n2-c2ccccc2)c1,-3,3
Cc1ccccc1C(=O)N=c1c(C#N)cc2c(=O)n3cccc(C)c3nc2n1Cc1ccco1,-8,4
Cc1ccc(N2C(=O)c3cccc4c(N5CCN(C)CC5)ccc(c34)C2=O)c2cccnc12,3,4
O=C1NC(=O)C2C1C(c1ccccc1)N1C3C(=O)NC(=O)C3C(c3ccccc3)N21 (stereo unspecified),18,-18
COc1ccc2c(c1)c(C(C)=O)c(C)n2-c1ccccc1,-2,6
Cc1ccc(C2(C(F)(F)F)NC(=O)N3CCCN=C3S2)cc1 (stereo unspecified),3,0
CCCCn1c(-c2nn(C)c(C)c2Cl)n[nH]c1=S,3,7
CCCCN(C(=O)Cc1cccs1)c1nnc(-c2cccnc2)s1,-1,3
Nc1nonc1-c1nc2ccccc2n1CC(=O)N1CCN(c2ccc(F)cc2)CC1,4,-15
CC1(C)Cc2c(sc3ncn4nc(-c5ccco5)nc4c23)CO1,0,1
CCC(C)NC(=O)C1c2ccccc2C(=O)N(c2ccc(OC)cc2)C1c1ccc(OC)cc1 (stereo unspecified),-7,-2

Exported with two lines to a compound: three of the compounds above
Values run as follows: FXIa single inh, FXIIa single
- COc1cccc(NC(=O)N2CCCC2C(=O)NCC(C)C)c1 (stereo unspecified)
 : 4, 5
- Cc1cc(N2CCN(c3ccccc3)CC2)nc(-c2ccccc2)n1
 : -7, 4
- Cc1ccc(S(=O)(=O)N(C)CC(=O)Nc2ccccc2)cc1
 : 16, -6

Some of the entries above in a different format.
Values run as follows: FXIa single inh | FXIIa single
COc1ccc2c(c1)c(C(C)=O)c(C)n2-c1ccccc1
 : -2 | 6
COc1ccc(OC)c(NC(=O)CSc2nnc(C3CCCCC3)n2-c2ccccc2)c1
 : -3 | 3
Cc1ccc(C2(C(F)(F)F)NC(=O)N3CCCN=C3S2)cc1 (stereo unspecified)
 : 3 | 0
CCCCn1c(-c2nn(C)c(C)c2Cl)n[nH]c1=S
 : 3 | 7

New compounds follow.
SMILES,FXIa single inh,FXIIa single
Nn1c(SCC(=O)N2CCN(S(=O)(=O)c3ccc(Cl)cc3)CC2)nnc1-c1cccs1,-9,0
Cc1ccc2cc(CN(CC3CCCO3)C(=O)C(C)C)c(=O)[nH]c2c1 (stereo unspecified),-1,5
CSc1ccccc1C(=O)Nc1cc(C)cc(C)c1,3,-1
COC(=O)C1=C(C)Nc2nnnn2C1c1ccc(Cl)cc1Cl (stereo unspecified),-4,3
CN1C(=O)c2ccc(NC(=O)c3c(F)c(F)c(F)c(F)c3F)cc2C1=O,-3,4
CC1(C)CC(C2N3CC4(C)CN2CC(C)(C3)C4=O)CCO1 (stereo unspecified),3,-3
C(=N\n1cnnc1)/C1CCCCC1,0,7
O=C1NC(=S)N/C1=C/c1cc([N+](=O)[O-])ccc1O,-7,6
Cc1ccc(C(=O)N2CCSCC2)cc1,-6,15
CCC1(CC)C(=O)N(C)C(=O)NC1=Nc1ccccc1,1,11
COc1ccc(CNC(=O)c2cnn3c(C(F)F)cc(C)nc23)cc1,1,9
Cc1ccc(-c2ccc(CCC(=O)O)n2-c2ccc(O)cc2)cc1,-5,7
CC(C)Cc1nc2n[nH]c(N)c2c2c1CCCC2,-7,6
Cc1nnc(SCC(=O)Nc2nc(C(C)(C)C)cs2)s1,12,3
O=C(OCC(=O)N1CCN(C(=O)c2ccco2)CC1)c1cc(-c2cccc(Br)c2)nc2ccccc12,1,3
CCOC(=O)C1=C(c2ccccc2)O/C(=C(\C(=O)OC)C(F)(F)F)S1,6,2
O=C1CSC(=Nc2ccccc2)N1,5,7
Cc1ccc(Nc2ncnc3sc(C)c(C)c23)cc1C,-1,-3
Cc1c(O)nc(SC2CC(=O)N(c3ccccc3)C2=O)[nH]c1=O (stereo unspecified),3,4
c1ccc2sc(NC3=NCN(C4CCCCC4)CN3)nc2c1,-7,6
CC(=O)c1cc2c(cc1NC(=O)CN1CCC(Cc3ccccc3)CC1)OCO2,4,9
O=C(Cc1ccccc1F)Nc1ccc(Cl)nc1,-1,5
CC(=O)C1=C(O)C(=O)N(CCC(=O)O)C1c1ccccc1Cl (stereo unspecified),0,-5
Cc1ccc(NC(=O)Cn2c(=O)n(Cc3ccco3)c(=O)c3ccccc32)c(C)c1,-6,5
Cn1c2ccccc2c2c(C(=O)NCCCN3CCCC3=O)cn(C3CCCCC3)c(=O)c21,3,6
COc1ccc(Nc2nc(N)nc(CSc3nncn3C)n2)cc1,3,12
Cc1ccc2[nH]cc(C(=O)CN3CCN(C)CC3)c2c1,-8,9
COc1cc(Nc2ccccc2Cl)c([N+](=O)[O-])nc1[N+](=O)[O-],20,-10
COc1cc(C(=O)N2CCN(c3ccc([N+](=O)[O-])cc3)CC2)ccc1OCc1c(C)noc1C,-66,8
CC(C)c1ccc(C(=O)CSc2n[nH]c(-c3ccncc3)n2)cc1,-6,4
Cc1cccc(OCC(=O)Nc2cc(C)c(C)cc2O)c1,-7,2
CC(C)(C)n1nc2c(c1NC(=O)COc1ccc(Cl)cc1)CSC2,3,8
Cc1ccc(-c2nc(-c3ccccc3)no2)cc1,-9,6
COc1ccc(CC(=O)N2CC3(C)CC2CC(C)(C)C3)cc1 (stereo unspecified),-1,5
CCCCn1c2nc3ccccc3nc2c2c(=N)oc(C)nc21,-2,-8
Cc1cc(OCC(=O)Nc2ccncc2)c(C)cc1Br,11,1
O=c1c2c(nc3cc(-c4cccc(Cl)c4)[nH]n13)CCC2,-17,-3
CCn1c(SCC(=O)Nc2cc(C)on2)nnc1-c1ccco1,5,9
CC1CCCCN1C(=O)CSc1nnc(Cc2ccccc2)n1C (stereo unspecified),0,0
CC(C)c1ccc(N2C(=O)CSC23C(=O)N2CCCc4cccc3c42)cc1 (stereo unspecified),-9,4
O=C(NCc1ccco1)c1nnc(Cc2ccc(Cl)cc2)o1,0,5
CCn1c(O)c(N=NC2=NC(=O)CS2)c2cc(C)ccc21,0,7
Cc1noc(C)c1C(=O)NCc1ccccc1,-9,0
COc1ccccc1N(CC(N)=O)S(=O)(=O)c1ccc(C)cc1,2,4
CCCc1nnc(SCc2ccc(C(=O)OC)o2)n1N,1,5

The final 6 entries of the section before open the next one.
SMILES,FXIa single inh,FXIIa single
CC(C)c1ccc(N2C(=O)CSC23C(=O)N2CCCc4cccc3c42)cc1 (stereo unspecified),-9,4
O=C(NCc1ccco1)c1nnc(Cc2ccc(Cl)cc2)o1,0,5
CCn1c(O)c(N=NC2=NC(=O)CS2)c2cc(C)ccc21,0,7
Cc1noc(C)c1C(=O)NCc1ccccc1,-9,0
COc1ccccc1N(CC(N)=O)S(=O)(=O)c1ccc(C)cc1,2,4
CCCc1nnc(SCc2ccc(C(=O)OC)o2)n1N,1,5
CCc1nnc(NC(=O)NC(C)(C)C)s1,-6,8
N#Cc1ccc(NC(=O)c2nc(-c3ccccc3)n(-c3ccccc3)n2)cc1,3,4
CC(Sc1ccsc1[N+](=O)[O-])C(=O)NCCc1ccc(Cl)cc1 (stereo unspecified),0,5
CC(C)C(=O)Nc1ccc2c(c1)nc(CCN1CCN(C)CC1)n2C,-1,8
NC(=O)C1(N2CCCCC2)CCN(C2CC(=O)N(CCc3ccccc3)C2=O)CC1 (stereo unspecified),-6,0
Cc1cc(NCCO)nc(-n2nc(C)cc2C)n1,2,5
O=Cc1ccc(OC(=O)C2CC(=O)N(c3ccc(F)cc3)C2)cc1 (stereo unspecified),8,8
Clc1cccc(Cl)c1COn1nnc2ccccc21,-12,10
O=S1(=O)C=C(Sc2nnc(-c3ccccc3)o2)c2ccccc21,1,-11
Cn1c(CNC2CCCCC2)c(C#N)c2ccccc21,0,6
CCCCC(=O)Nc1ccc(C(=O)Nc2nc(CC(=O)OCC)cs2)cc1,-1,4
Cc1nnc(SCC(=O)NCCc2ccccc2)[nH]c1=O,2,-12
CN(C)S(=O)(=O)c1cccc(C(=O)Nc2cc(Cl)ccc2O)c1,3,9
NC(=O)CCCc1nc(-c2ccccc2Cl)no1,9,7
O=C(NS(=O)(=O)c1ccccc1)c1ccccc1F,1,5
NC(=O)C1(N2CCCCC2)CCN(Cc2ccc(F)cc2)CC1,15,-8
O=C(Nc1ccc(CN2CCCCC2)cc1)c1ccc2c(c1)OCO2,2,0
O=S(=O)(NCCSc1ccccc1)c1ccc2c(c1)OCCO2,-3,2
CCOC(=O)c1ccc(COC(=O)c2cc(=O)[nH]c3ccccc23)o1,0,5
CN(C(=O)Cn1nnc(-c2cccc(C(F)(F)F)c2)n1)C1CCCCC1,17,-20
COc1ccc2c(c1)C(C)=CC(C)(C)N2C(=O)CN1C(=O)CCC1=O,4,4
CC1CC(C)CN(C(=O)Cn2c(SCC(=O)N3CCc4ccccc4C3)nc3ccccc32)C1 (stereo unspecified),3,3
c1ccc(-c2noc(CSc3nnc(Cc4cccs4)n3-c3ccccc3)n2)cc1,1,-1
CC(=O)n1nc(-c2ccccc2)nc1NCc1ccc(F)cc1,-1,-2
CCCn1c(/N=C/c2ccccc2O)nc2ccccc21,4,3
Cn1c(SCC(=O)N2CCCc3ccccc32)nc2ccccc2c1=O,3,-15
O=C(c1ccco1)N1CCN(C(=O)c2ccc(Cn3cc(Br)cn3)o2)CC1,-3,4
Cc1noc(NS(=O)(=O)c2ccc(NC(=O)c3cnc4n(c3=O)CCS4)cc2)c1C,2,9
Cc1ccc(S(=O)(=O)NCCC(=O)Nc2nnc(C)s2)cc1,-6,-1

An excerpt; count on the stated rates, not on these rows.
